PP5 primary: PP5 (human) phosphatase inhibition. purified PP5c, OMFP substrate fluorescence. inhibition, % at 6.7 µM. 320,000 compounds, 0.18% hits;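 active = inhibition above the campaign's mean inhibition across all tested compounds plus 3 SD, cut at about 9.5% in these data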;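 note: 0% = DMSO only and 100% = 100 µM cantharidin control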
Fh CTSL1 inh: cathepsin L1 inhibition, PFM18AAP counter-screen. recombinant F. hepatica cathepsin L1, Z-Leu-Arg-MCA fluorescence. inhibition, % at 5.96 µM. 300,000 compounds, 0.49% hits. AID 1906;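 active = inhibition above the mean of all tested compounds plus 3 SD, set per screening campaign, cut at about 17% in these data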;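 note: 0% = plate median of test compound wells and 100% = 1 µM Z-Phe-Ala-diazomethylketone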
PP1 counter: PP1-alpha (human) inhibition in PP5 counter-screen; P62136; purified PP1alpha, OMFP fluorescence; inhibition, % at 6.7 µM; 320,000 compounds, 0.9% hits; AID 2235;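 active = inhibition above the mean inhibition of all tested compounds plus 3 SD, computed separately for each screening campaign, cut at about 15% in these data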
Target sequence (P62136 whole entry, looked up): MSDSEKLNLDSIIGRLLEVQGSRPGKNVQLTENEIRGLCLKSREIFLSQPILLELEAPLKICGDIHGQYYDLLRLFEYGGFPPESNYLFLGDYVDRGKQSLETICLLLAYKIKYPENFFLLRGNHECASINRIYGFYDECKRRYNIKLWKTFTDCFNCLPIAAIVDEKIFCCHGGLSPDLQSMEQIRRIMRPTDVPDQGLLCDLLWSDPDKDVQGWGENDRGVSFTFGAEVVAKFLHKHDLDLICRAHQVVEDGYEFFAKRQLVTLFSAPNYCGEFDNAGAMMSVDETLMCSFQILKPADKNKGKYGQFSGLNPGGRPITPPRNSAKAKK
LYPLA2 counter: blocks human lysophospholipase 2, a PME1 counter-screen; recombinant LYPLA2, FP-Rh probe fluorescence polarization; inhibition, % at 5.9 µM; 320,000 compounds, 0.38% hits;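 active = inhibition above the screen-wide mean plus 3 SD, limit set per campaign, cut at about 26% in these data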;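 note: 0% = LYPLA2 with DMSO and 100% = wells lacking LYPLA2 enzyme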
Target sequence (O95372 whole entry, looked up): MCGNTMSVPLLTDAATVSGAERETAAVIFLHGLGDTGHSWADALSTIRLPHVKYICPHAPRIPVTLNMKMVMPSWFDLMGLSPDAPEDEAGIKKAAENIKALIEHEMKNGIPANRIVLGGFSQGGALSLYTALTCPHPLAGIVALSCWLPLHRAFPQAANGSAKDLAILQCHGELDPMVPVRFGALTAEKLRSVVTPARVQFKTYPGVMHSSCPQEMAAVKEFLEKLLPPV
core dimer inh: blocks dimerization of HCV core protein. 300,000 compounds, 0.33% hits. TR-FRET GST/Flag-core106 dimerization, 1536-well. AID 1899. inhibition, % at 5 µM;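 active = inhibition above the mean of all tested compounds plus 3 SD, set per screening campaign, cut at about 45% in these data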
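System – GST-tagged and Flag-tagged HCV core protein residues 1-106 · Repeats – one well for each compound · Technique – TR-FRET 671 and 617 nm emission · Doses – one concentration, 5 µM, in 0.5% DMSO · Times – 4 h, 22.5 °C incubation · Also added – Eu donor and XL665 acceptor anti-tag antibodies · Measure – percent inhibition of core106 dimerization signal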
TPT1 inh: blocks Candida albicans tRNA 2'-phosphotransferase; inhibition, % at 5 µM; AID 1962; 300,000 compounds, 0.81% hits; recombinant caTPT1, FP RNA substrate dephosphorylation;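 active = inhibition above the mean of all tested compounds plus 3 SD, set per screening campaign, cut at about 24% in these data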;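 note: plate controls were DMSO alone for no effect and ferristatin control at 100 nM for full effect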
PREPL inhibitor: inhibitors of human prolyl oligopeptidase-like enzyme PREPL; Q4J6C6; recombinant PREPL, fluorescence polarization activity-based probe; inhibition, % at 5.96 µM; 320,000 compounds, 0.68% hits; AID 2751; in the data active = inhibition above about 43%;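 note: 0% = enzyme with DMSO and 100% = wells lacking enzyme; many of its hits are not listed in these tables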
Efflux pump inh: inhibitors of Candida antifungal efflux pumps expressed in yeast | inhibition, % at 10 µM | 330,000 compounds, 0.44% hits | AID 485275 | S. cerevisiae Candida pump triplex, Nile Red efflux;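 active = plate passing quality check with inhibition over a set limit, or well fluorescence over plate mean plus 4 SD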;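 note: Nile Red retained in pooled yeast measured as flow cytometry median fluorescence; 0% = buffer negative control and 100% = Enniatin B positive control; higher means more Nile Red kept so more efflux inhibition; some compounds called inactive have numbers as strong as hits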
GASC-1 inh: human JMJD2C demethylase inhibition | inhibition, % at 2.35 µM | 330,000 compounds, 0.069% hits | GST-JMJD2C(1-420) H3K9me3 demethylation, DELFIA europium;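 active = more than half of a compound's replicate wells show inhibition beyond 50%, single wells judged on their own value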;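 note: signal counts dimethyl H3K9 product captured on neutravidin plate; 0% = median of DMSO wells and 100% = 0.3 times that DMSO median; strong numbers were not always called active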
Target sequence (Q9H3R0 1-420 limits assumed): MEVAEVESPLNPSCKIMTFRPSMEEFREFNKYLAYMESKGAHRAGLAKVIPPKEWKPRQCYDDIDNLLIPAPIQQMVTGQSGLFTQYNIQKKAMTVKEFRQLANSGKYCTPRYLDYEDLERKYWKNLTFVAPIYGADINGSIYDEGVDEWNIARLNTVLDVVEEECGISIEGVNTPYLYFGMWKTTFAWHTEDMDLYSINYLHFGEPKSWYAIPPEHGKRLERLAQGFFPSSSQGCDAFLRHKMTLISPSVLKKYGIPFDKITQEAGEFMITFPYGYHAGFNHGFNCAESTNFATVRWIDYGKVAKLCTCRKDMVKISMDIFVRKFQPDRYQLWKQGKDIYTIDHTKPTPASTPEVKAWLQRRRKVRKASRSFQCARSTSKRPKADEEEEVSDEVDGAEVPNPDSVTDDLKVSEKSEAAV
Active calls of the source: *; . = no result given. This is a subset; rates above refer to the full screens.

A first look:
SMILES	PP5 primary	Fh CTSL1 inh	PP1 counter	LYPLA2 counter	core dimer inh	TPT1 inh	PREPL inhibitor	Efflux pump inh	GASC-1 inh
O=C(Nc1nnc(C2=COCCO2)o1)c1cccc([N+](=O)[O-])c1	-0.1	2	-5	-2	-1	0	0	0.1	11
COc1ccc(Nc2nc(N)nc(CSc3nncn3C)n2)cc1	2.0	-1	2	-2	-3	2	-6	0.0	-1

The list itself, from the start:
SMILES	PP5 primary	Fh CTSL1 inh	PP1 counter	LYPLA2 counter	core dimer inh	TPT1 inh	PREPL inhibitor	Efflux pump inh	GASC-1 inh
O=C(Nc1nnc(C2=COCCO2)o1)c1cccc([N+](=O)[O-])c1	-0.1	2	-5	-2	-1	0	0	0.1	11
COc1ccc(Nc2nc(N)nc(CSc3nncn3C)n2)cc1	2.0	-1	2	-2	-3	2	-6	0.0	-1
CC(NC(=O)c1cc(S(=O)(=O)N(C)C)ccc1Cl)c1ccc(-n2ccnc2)cc1 (configuration not stated)	2.4	0	-2	1	10	-2	3	-0.2	-11
COc1cccc(C2=NOC(C(=O)Nc3cc(C)on3)C2)c1OC (configuration not stated)	0.7	0	-3	9	0	0	-5	0.0	0
O=C(CSc1ccc(-c2ccccc2)nn1)c1cccs1	-0.6	-1	8	-2	7	1	-6	0.0	6
NC(=O)NC(=O)CN1C(=O)NC2(CCOc3ccccc32)C1=O (configuration not stated)	0.8	-4	-1	0	0	0	3	0.0	5
CCNC(=O)Nc1ccc(-n2nc(C)c(C(=O)OCC)c2C)nc1	-0.6	-2	-4	0	-3	0	11	-0.1	3
CCN(C(=O)COC(=O)/C(=C/c1ccccc1)n1nnnc1C)C1CCCCC1	0.2	-2	-6	4	0	-4	-1	0.0	13
CC(=O)c1csc(-c2ccccc2)n1	-1.0	0	-3	3	-3	-3	-6	-0.1	-2
COCCn1c(SCC(=O)Nc2ccccc2OC)nc2c(oc3ccccc32)c1=O	-0.9	1	1	1	13	-3	-16	-0.1	-6
Cc1nn(C)c(Oc2ccccc2)c1CCNC(=O)CCl	-2.6	28*	-2	3	-1	-1	5	-0.2	6
CC1CC(C)CN(S(=O)(=O)c2ccc3c(c2)NC(=O)C(C)C(=O)N3)C1 (configuration not stated)	-0.9	0	-1	7	1	-1	-8	-0.1	41
CC(C)(C)n1cnnc1Sc1ccc([N+](=O)[O-])cn1	1.4	1	-5	-4	-1	-2	-3	0.0	4
CS(=O)(=O)c1ccc(C(=O)Nc2ccc(N3CCCC3)cc2)c(Cl)c1	3.1	-1	1	3	-19	-3	6	-0.1	-3
COCCCNC(=O)CC(NCCCOC)C(=O)O (configuration not stated)	3.1	-4	0	2	-10	0	14	0.0	-4
CCC(C(=O)Nc1ncc(C)s1)c1ccccc1 (configuration not stated)	1.4	3	-3	1	-3	-2	-7	0.1	-6
CC(C)c1ccc2c(c1)[C@H]1OCC[C@H]1[C@@H](c1cccs1)N2	2.5	-2	-5	5	-8	3	4	0.1	-6
COc1ccc2nc(Nc3nc4cc5c(cc4s3)OCCO5)sc2c1	-0.6	-3	-8	1	3	1	31	0.3	-1
CCOc1cc(-c2nc3n(c(=O)c2C#N)CCS3)ccc1O	-1.2	3	-3	6	-2	4	3	-0.1	5
O=C(CN1C(=O)CSc2ccc(S(=O)(=O)N3CCCCC3)cc21)NCc1ccccc1Cl	1.1	3	2	0	5	-5	6	-0.1	-31
Cc1c(O)ccc(C(=O)CN2CCN(c3ccc(F)cc3)CC2)c1O	0.7	4	-2	6	-2	-3	20	-0.1	-45
CCc1nnc(NC(=O)CCN2C(=O)/C(=C/c3cc(OC)c(OC)c(OC)c3)SC2=S)s1	-0.2	5	-1	-3	-6	15	0	-0.2	-16
CC(=O)Nc1sc2c(c1C(c1ccc(Cl)cc1)N1CCOCC1)CCCC2 (configuration not stated)	0.1	-2	-2	2	11	2	8	1.5*	6
Cc1cccc(C(=O)O/N=C(\N)c2ccccn2)c1	2.3	-5	-2	1	9	1	0	-0.1	-9
S=c1[nH]nc(-c2ccccn2)n1/N=C/c1cccs1	2.4	-4	5	-9	-9	5	3	0.2	0

An excerpt from above in order of count of non-hydrogen atoms, rising:
SMILES	PP5 primary	Fh CTSL1 inh	PP1 counter	LYPLA2 counter	core dimer inh	TPT1 inh	PREPL inhibitor	Efflux pump inh	GASC-1 inh
CC(=O)c1csc(-c2ccccc2)n1	-1.0	0	-3	3	-3	-3	-6	-0.1	-2
CCC(C(=O)Nc1ncc(C)s1)c1ccccc1 (configuration not stated)	1.4	3	-3	1	-3	-2	-7	0.1	-6
S=c1[nH]nc(-c2ccccn2)n1/N=C/c1cccs1	2.4	-4	5	-9	-9	5	3	0.2	0
O=C(CSc1ccc(-c2ccccc2)nn1)c1cccs1	-0.6	-1	8	-2	7	1	-6	0.0	6
CCOc1cc(-c2nc3n(c(=O)c2C#N)CCS3)ccc1O	-1.2	3	-3	6	-2	4	3	-0.1	5
NC(=O)NC(=O)CN1C(=O)NC2(CCOc3ccccc32)C1=O (configuration not stated)	0.8	-4	-1	0	0	0	3	0.0	5
COc1ccc(Nc2nc(N)nc(CSc3nncn3C)n2)cc1	2.0	-1	2	-2	-3	2	-6	0.0	-1
COc1ccc2nc(Nc3nc4cc5c(cc4s3)OCCO5)sc2c1	-0.6	-3	-8	1	3	1	31	0.3	-1
CC(=O)Nc1sc2c(c1C(c1ccc(Cl)cc1)N1CCOCC1)CCCC2 (configuration not stated)	0.1	-2	-2	2	11	2	8	1.5*	6
CCN(C(=O)COC(=O)/C(=C/c1ccccc1)n1nnnc1C)C1CCCCC1	0.2	-2	-6	4	0	-4	-1	0.0	13
COCCn1c(SCC(=O)Nc2ccccc2OC)nc2c(oc3ccccc32)c1=O	-0.9	1	1	1	13	-3	-16	-0.1	-6
CCc1nnc(NC(=O)CCN2C(=O)/C(=C/c3cc(OC)c(OC)c(OC)c3)SC2=S)s1	-0.2	5	-1	-3	-6	15	0	-0.2	-16

(further entries)
SMILES	PP5 primary	Fh CTSL1 inh	PP1 counter	LYPLA2 counter	core dimer inh	TPT1 inh	PREPL inhibitor	Efflux pump inh	GASC-1 inh
CC(C)(C)C(=O)NC(=C(Cl)Cl)P(=O)(O)O	2.0	0	-1	3	-4	-3	10	-0.1	-19
CCC1CCCCN1CCCNC(=O)CN1C(=O)CSc2ccc(S(=O)(=O)N3CCC(C)CC3)cc21 (configuration not stated)	-0.9	9	3	-10	-12	-3	11	0.0	17
C=CCN1CCN(C(=O)c2oc3ccccc3c2C)CC1	3.0	-3	-2	-2	3	-1	-5	0.1	-10
CC(=O)O/N=C/c1c(NCc2ccccc2)nc2c(C)cccn2c1=O	0.4	-18	-1	2	5	1	-18	0.0	-3
CN(C)c1ccc(/C=N/N2CCN(c3ccccn3)CC2)cc1	0.7	3	-2	0	-14	-1	1	0.0	-1
CN(C)c1nc(SCc2ccc(Cl)cc2)nc2c1CCCC2	-0.3	-4	0	-3	5	0	5	0.0	-1
O=C(Nc1nnc(-c2cccs2)o1)c1cccc(C(F)(F)F)c1	2.8	-4	20*	6	6	2	13	0.8	4
CC1CCN(c2c(NCC3CCC(C(=O)N4CCCCC4)CC3)c(=O)c2=O)CC1 (configuration not stated)	-1.0	-3	0	9	-5	-1	-2	-0.1	-4
Cn1c(=O)c2cc3ccccc3nc2n(C)c1=O	6.4	0	0	-4	14	-2	2	0.1	-6
CCOC(=O)c1cc(C)n(-n2cnnc2)c1C	-1.4	0	0	4	-1	-1	0	-0.2	.
CC(=O)c1ccc(NC(=O)NC2CC(=O)N(c3ccc4c(c3)OCCO4)C2)cc1 (configuration not stated)	1.4	2	-3	0	0	-1	5	0.1	49
O=C(Nc1cccc(S(=O)(=O)C(F)F)c1)c1ccc(Cl)c(S(=O)(=O)N2CCOCC2)c1	3.3	-6	3	-14	4	-4	-1	0.1	2
Cc1nc2ccccc2n1Cc1ccc(Cl)cc1	0.1	-1	-3	-8	-1	1	14	0.1	-3
O=C(Cc1cccs1)NCCc1csc(-c2ccccc2)n1	2.9	2	2	2	10	3	1	-0.1	-7
COc1ccc(C(=O)N2CCC(C(=O)N3CCN(c4ccc(OC)cc4)CC3)CC2)cc1	0.0	6	-1	3	4	-2	7	-0.3	-8
CCN(CC)S(=O)(=O)c1ccc(N2CCOCC2)c(NC(=O)C(C)Oc2ccc(F)cc2)c1 (configuration not stated)	0.7	.	2	14	.	.	5	0.2	22
Cc1nc(C)c(C(=O)OCC(=O)NCc2ccccc2)s1	-1.1	.	-3	3	.	.	0	0.0	.
NC(=O)NCc1ccc(F)cc1	3.0	2	2	-1	4	-3	3	0.3	-1
CCCS(=O)(=O)N1CCCC(C(=O)NCCCOC(C)C)C1 (configuration not stated)	1.4	8	-2	1	-5	-5	23	-0.1	0
Cc1sc2nc(CSc3ccccc3)nc(N3CCOCC3)c2c1C	1.6	1	-1	-2	7	-6	9	-0.2	-4
COc1ccccc1N(C)S(=O)(=O)c1ccc(C)c(C(=O)NCc2ccccn2)c1	-0.6	.	-3	0	.	.	5	-0.1	-1
CC(C)(C)NC(=O)[C@H]1CC[C@H]2[C@@H]3CC[C@H]4NC(=O)C=C[C@]4(C)[C@H]3CC[C@]12C	-3.5	-10	-4	-2	-3	-3	15	0.1	10
CCCCNC(=O)/C(C#N)=C/c1cccnc1	1.1	-4	-8	-4	6	-1	6	-0.2	2
Cc1ccc(-c2nnc(CSc3nc4cc5c(cc4cc3C)OCO5)o2)cc1	2.9	1	1	10	-27	-4	-20	0.0	3
O=c1c2ccccc2ncn1-c1ccc([N+](=O)[O-])cc1Cl	1.1	0	2	-10	-4	3	4	0.0	-3
SMILES	PP5 primary	Fh CTSL1 inh	PP1 counter	LYPLA2 counter	core dimer inh	TPT1 inh	PREPL inhibitor	Efflux pump inh	GASC-1 inh
O=C(NCc1ccc2c(c1)OCO2)c1cc(=O)[nH]c2ccccc12	0.5	2	-1	-6	2	7	4	-0.1	-8
CN[C@H]1CCc2cc(OC)c(OC)c(OC)c2-c2ccc(N(C)CC(OC)OC)c(=O)cc21	-0.4	3	1	1	3	-6	9	-0.1	93
CCN(CC)CCCNC(=O)c1cc(-c2ccc(Cl)cc2)on1	-0.3	3	2	0	-3	3	19	0.1	1
COc1ccc(-c2nn(-c3ccccc3)cc2/C=C(/C#N)C(N)=O)cc1[N+](=O)[O-]	1.3	0	5	-3	47*	2	1	0.1	-5
CCOC(=O)CC1C(=O)NCCN1C(=O)COc1ccc(Br)cc1C (configuration not stated)	2.0	-1	-2	1	0	-2	-3	-0.1	0
Cc1ccc(N2Cc3ccccc3C2=S)cc1	4.2	-1	-1	-3	0	1	-8	0.1	4
Cn1c(N)c(C(=O)COC(=O)C2=NNC(=O)CC2)c(=O)n(C)c1=O	-0.5	-3	-2	-8	-2	0	8	0.1	0
